WT yeast gro inh = growth inhibition of WT yeast, mitochondrial fusion screen | AID 1362 | hit rate 2.1% among 190,000 | mitochondrial fusion phenotypic screen, WT strain | inhibition, % at 10 µM; in the data active means inhibition above about 58%; tested in S. cerevisiae
Lipid droplet = modulators of hepatic lipid droplet formation; hit rate 0.4% among 240,000; inhibition, % at 6.5 µM; AML12 mouse hepatocytes, oleate lipid droplets, BODIPY imaging;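 active means lipid droplet intensity inhibited by at least 50%, with more than 500 cells counted; inconclusive means wells with under 300 cells, treated as cytotoxic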
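System: AML12 hepatocytes (mouse). Probe or stimulus: oleic acid at 100 µM to induce lipid droplet formation. Times: overnight treatment with compound plus oleate. Detection: Image-based BODIPY and DAPI two-channel analysis. Evaluation: percent inhibition of filter-corrected integrated lipid droplet intensity per well.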
bCat nuc transl = alters nuclear translocation of beta-catenin in HeLa cells. immunofluorescence imaging. nuclear translocation activity, % at 5 µM. hit rate 0.3% among 190,000;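 active means nuclear translocation activity above 50% at 5 µM, with a well cell count of 50 or more; inconclusive means wells under 50 cells across six images, flagged as toxic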;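 further: per-cell ratio of nuclear to cytoplasmic median beta-catenin stain intensity; plate controls were DMSO negative control for no effect and GSK-3 inhibitor IX positive control for full effect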
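Read-out: Nuclear/cytoplasmic beta-catenin signal ratio, % activation | Assay system: Human HeLa cell line | Times: 24 h compound exposure at 37°C, 5% CO2 | Signal: Fluorescence imaging of beta-catenin antibody stain plus DAPI | Dosing: 5 µM primary, 0.02–20 µM confirmation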
West Nile virus CPE = inhibition of WNV-induced cytopathic effect – cell-based, CPE readout (AID 1621). West Nile virus-infected cells, CPE inhibition; higher % means a stronger effect. CPE inhibition, % at 10 µM; hits with a dose series show IC50 in µM. hit rate 0.02% among 290,000; in the data active means a potency from the dose series; inconclusive means CPE inhibition mostly from about 3.7% at the one dose, without a potency; inactive means the rest, 99 in 100 with CPE inhibition below about 2.2%; further: strong numbers were not always called active
Autophagy HCS = autophagy modulation, high-content screen. MEF GFP-LC3 puncta imaging; test concentration mostly 10 µM. calls only at 10 µM (by protocol). hit rate 0.98% among 190,000;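 active means percentage of spot-positive cells more than 3 SD above its plate mean, without a fluorescence outlier flag or 80% toxicity; inconclusive means no clear call, values can overlap the other calls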;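 further: spot-positive cell cutoff set from DMSO-treated cells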
MT stabilizer = microtubule stabilization, imaging screen; HeLa tubulin immunostaining HCS, 24 h; share of cells brighter than vehicle mean+2SD; % tubulin-high responders, % at 10 µM; hit rate 0.83% among 200,000; AID 2205;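 active means plate Z-score above 3 for both tubulin-high and condensed-nucleus cell shares, with cell loss under 80%, at 10 µM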;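 further: anti alpha tubulin signal scored within the nucleus-defined area of each cell; some results filed as inactive read as strong as hits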
Myeloid diff 2 = promotes myeloid progenitor differentiation. hit rate 1% among 360,000. AID 624256. calls only at 10 µM. ER-HoxA9 myeloid progenitors, lysozyme-GFP differentiation, flow cytometry;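 active means normalized GFP-positive differentiation at or above the plate's own cutoff, the solvent-only control mean plus 3 SD; inconclusive means no clear call, values can overlap the other calls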;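 further: cells exposed to compound for four days before flow analysis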
T cell modulator = T cell immune modulation candidate; hit rate 0.068% among 330,000; calls only at 7 µM; 2C CD8+ T cell-vesicle binding, flow cytometry; hits give low values;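 active means response, share of CD8 T cells binding vesicles, and their 90th percentile fluorescence all below set limits, cut at about 80% in these data, passing the limit was not always enough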
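Assay system – 2C mouse CD8+ T cells · Also added – QL9-loaded Drosophila micro-vesicles · Timing – Cell–vesicle co-incubation 1.5 h at 37 °C, staining 20 min on ice · Signal – flow cytometry of vesicle-bound cells · Measure – percent CD8+ FL2 mean versus row control · Controls – Peptide-free naked vesicles (low) and QL9 vesicles with 0.7% DMSO vehicle (high)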
Insulin prom up = MIN6 insulin promoter up-regulation; MIN6 insulin promoter-GFP reporter, high-content imaging; hits give high values; AID 1625; z-score at 5 µM; hit rate 0.3% among 190,000;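 active means z-score above 3 at 5 µM with at least 500 cells counted in the well; inconclusive means wells under 500 cells, flagged as cytotoxic or low count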
WT yeast gro inh mutant strain = second read-out of WT yeast gro inh, no call of its own (marks repeat the call); inhibition, %; mitochondrial fusion phenotypic screen, mutant strain inhibition
Insulin prom up cell count = also measured in Insulin prom up; calls as there; cell count; measured here: cytotoxicity, nuclei count;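 total cells summed across four imaged fields per well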
Lipid droplet cells 6.5 µM = further read-out of Lipid droplet, marked with its call; cell count; measured here: cell count, cytotoxicity flag;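 cells counted across two imaged fields per well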
bCat nuc transl cell count 5 µM = further read-out of bCat nuc transl, marked with its call; cell count; measured here: cell count, cytotoxicity flag
T cell modulator vesicle-bound % = also measured in T cell modulator; calls as there; double positive events, %; measured here: CD8+ vesicle-bound cell fraction;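 binding gate set so that unloaded-vesicle control wells show 10% double positive cells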
MT stabilizer Hoechst-high % = recorded beside MT stabilizer, whose call it bears; % Hoechst-high responders; measured here: nuclear condensation Hoechst responders;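 share of cells brighter than vehicle mean plus two SD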
MT stabilizer cytotoxicity % = also measured in MT stabilizer; calls as there; toxicity, %; measured here: cytotoxicity by cell density;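 0% = mean cell density of plate MIN control wells and 100% = no cells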
Autophagy HCS cell loss 18 h = recorded beside Autophagy HCS, whose call it bears; toxicity, %; measured here: cell loss, nuclei count;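 cell loss after 18 h compound exposure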
Myeloid diff 2 GFP+ MAC1+ % = further read-out of Myeloid diff 2, marked with its call; GFP+ MAC1+ double positive, %; measured here: differentiation confirmed by MAC1 staining
Active calls of the source: *; i = inactive; ? = inconclusive; / = not tested or not shown. This is a random part of the collection; 3.9% or so of the library scored in one or more.

SMILES	WT yeast gro inh	WT yeast gro inh mutant strain	Lipid droplet	Lipid droplet cells 6.5 µM	bCat nuc transl	bCat nuc transl cell count 5 µM	West Nile virus CPE	Autophagy HCS	Autophagy HCS cell loss 18 h	MT stabilizer	MT stabilizer Hoechst-high %	MT stabilizer cytotoxicity %	Myeloid diff 2	Myeloid diff 2 GFP+ MAC1+ %	T cell modulator	T cell modulator vesicle-bound %	Insulin prom up	Insulin prom up cell count
O=C(c1cc2c(ccc3ccccc32)o1)N1CCN(c2ncc(C(F)(F)F)cc2Cl)CC1	11	10	-4	746	0.3	1138	-0.2%	i	29	1.5	1.7	11	i	2.9	i	48	-1.3	858
CCn1nc(C(C)C)cc1C(=O)N1CCCC(CO)(Cc2ccc(F)cc2F)C1 (stereo not drawn)	/	/	-34	756	/	/	-1.7%	/	/	/	/	/	i	1.2	i	36	/	/
O=C1CC(C(=O)Nc2ccccc2)S/C(=N\NC(=O)c2ccccc2Cl)N1 (stereo not drawn)	3	8	1	765	-2.5	554	0.1%	i	-39	1.2	0.9	1.1	i	0.6	i	6	/	/
C=CCN(C)CCCNC(=O)/C=N/O	-23	28	10	678	-0.3	1055	0.0%	i	-2	4.4	2.4	6.7	/	/	/	/	0.1	1303
CC(=O)N1CCN(c2ccc([N+](=O)[O-])c(NCC3CCCO3)c2)CC1 (stereo not drawn)	-18	-52	/	/	-0.1	1365	0.1%	i	19	1.3	2.3	2.0	i	1.8	i	44	-0.13	1670
O=C(NCc1ccccc1)C1=C[C@@H](c2ccccc2)C[C@@H](OCc2ccc(CO)cc2)O1	2	1	0	696	0.7	1123	-0.2%	i	15	1.4	1.3	6.3	i	1.7	i	30	-1.2	1442
Cc1cc(NC(=O)CSc2ccc3nnc(-c4ccccc4)n3n2)no1	-22	1	-1	657	-1.2	1121	-0.1%	i	15	5.5	1.9	5.2	i	5.1	i	30	0.31	1957
CCOc1cc2[nH]c(=O)n(CCC(=O)NCCc3ccccc3)c(=O)c2cc1OCC	-9	5	/	/	-3.3	885	0.8%	i	-24	2.4	2.7	12	i	0.6	i	8	0.04	1495
CC1=CC(C)(C)N(C(=O)Nc2ccccc2)c2ccccc21	7	-6	10	779	/	/	/	i	-3	3.1	3.4	12	i	0.1	i	24	/	/
Cn1ncc([N+](=O)[O-])c1C(=O)n1nnc2ccccc21	-16	-6	20	742	3.6	561	0.0%	i	-20	2.0	1.8	9.0	i	0.0	/	/	/	/
O=C(Oc1c(CN2CCOCC2)cc(Cl)c2cccnc12)c1cccs1	6	10	9	646	0.3	959	?	i	6	5.1	2.9	4.7	i	1.0	i	34	-1.6	1113
COc1cc(C(Nc2ccccn2)c2ccc3ccc(C)nc3c2O)cc(OC)c1O (stereo not drawn)	/	/	/	/	7.1	1368	?	i	1	2.8	6.6	6.0	?	/	i	21	-0.09	1550
COC(=O)c1ccccc1N=Nc1c(C)n[nH]c1C	/	/	-2	749	0.8	1314	0.2%	/	/	/	/	/	i	0.1	i	31	-0.05	1214
COc1ccc(S(=O)(=O)N2CCC(C(=O)N[C@H](C(=O)NCc3ccncc3)C(C)C)CC2)cc1	/	/	-26	667	/	/	1.3%	/	/	/	/	/	i	4.3	i	16	/	/
COc1ccc(NC(=O)CNS(=O)(=O)c2cccc3nonc23)c(OC)c1	3	8	-4	744	/	/	0.1%	i	7	6.5	2.6	9.2	i	1.2	i	40	-1.3	1253
COc1ccc(C(=S)N2CCOCC2)cc1OC(=O)c1ccc([N+](=O)[O-])cc1[N+](=O)[O-]	/	/	2	812	/	/	-0.4%	/	/	/	/	/	i	0.8	i	27	/	/
Cc1ccc(-n2cc(CN3CCNC(=O)CC3)c(-c3cccc(C)c3)n2)cc1	-3	-1	-10	725	-1.8	1071	-0.4%	i	-8	3.5	1.5	7.6	i	0.5	i	38	-0.31	1441
O=C(CCl)NN=C(c1ccccc1)c1ccccc1	-7	-8	0	616	21	597	0.1%	i	5	7.2	5.6	3.5	i	0.0	i	43	-0.15	1159
CCCn1c(C)cc(C)c(C#N)c1=O	0	4	7	716	-4.1	1166	0.4%	i	-67	2.6	2.0	8.9	i	0.1	i	53	-0.11	1585
COC(=O)c1ccc(N2CCN(c3ccccc3)CC2)c(N)c1	/	/	-41	830	/	/	-0.5%	/	/	/	/	/	i	0.2	i	53	/	/
Cc1ccc(S(=O)(=O)N(C)c2ccc(OCC(=O)OCc3c(C)noc3C)cc2)cc1	1	14	4	683	0.5	1090	0.3%	i	-9	2.6	3.0	9.4	i	0.6	i	25	/	/
COCCNS(=O)(=O)c1ccc(OCC(=O)OC)c(Cl)c1	8	10	17	749	/	/	0.0%	i	1	2.8	1.8	4.6	i	0.9	i	53	/	/
COc1ccc(-n2c(COc3ccccc3)n[nH]c2=S)cc1	/	/	-12	719	/	/	0.7%	/	/	/	/	/	i	0.5	i	34	/	/
COC(=O)CCN(C(=O)C1C2CC3CC(C2)CC1C3)c1ccccn1 (stereo not drawn)	-1	7	/	/	-1.8	1195	0.3%	i	17	5.2	1.8	9.7	i	0.5	i	9	-0.19	1231
CC(=O)C(Cl)C(=O)Nc1ccccc1 (stereo not drawn)	-16	-2	4	715	0.4	1111	0.1%	i	-4	4.6	3.4	7.6	i	0.5	/	/	-0.26	1069
Cc1ccc(C(=O)COC(=O)CNC(=O)Cc2ccccc2)cc1	/	/	9	834	/	/	0.1%	/	/	/	/	/	i	1.1	i	21	/	/
COc1ccc(-c2csc(NC(=O)CSCc3c(C)noc3C)n2)cc1OC	/	/	-10	786	/	/	0.8%	/	/	/	/	/	i	1.4	i	41	/	/
O=c1c2ccccc2[nH]c2ccc(O)cc12	/	/	-1	755	/	/	-0.5%	/	/	/	/	/	i	0.9	i	46	/	/
Cc1nn(Cc2c(Cl)cccc2Cl)c(C)c1NC(=O)c1sc2ccccc2c1Cl	-4	-28	6	746	/	/	0.6%	i	2	1.8	2.6	7.5	i	1.1	i	30	/	/
COc1ccc(CCNC(=O)c2coc3ccccc3c2=O)cc1	/	/	-4	769	/	/	-1.1%	/	/	/	/	/	i	1.1	i	24	/	/
COc1ccc(OC)c2c1sc(=NC(=O)C1COc3ccccc3O1)n2C (stereo not drawn)	/	/	3	699	0.2	1366	0.4%	/	/	/	/	/	i	0.5	i	42	-1.2	1071
O=C(O)c1ccc(CSc2nc3ccc(N4C(=O)C5C6C=CC(C6)C5C4=O)cc3s2)cc1 (stereo not drawn)	13	8	8	641	-0.1	980	0.0%	i	6	4.4	1.2	8.8	i	0.5	i	46	-0.14	1305
CCN(CC)S(=O)(=O)c1ccc(F)c(C(=O)OC2CC(C)OC2=O)c1 (stereo not drawn)	/	/	22	782	/	/	-0.2%	/	/	/	/	/	i	3.8	i	27	/	/
CC(=O)COc1ccc2c3c(c(=O)oc2c1)CCCC3	0	-1	/	/	-2.5	885	/	i	-7	6.9	4.7	5.2	i	3.8	i	35	/	/
N#CCSc1nnc(-c2ccccc2O)n1Cc1ccccc1	-7	-5	-11	718	-4.5	1173	-0.4%	i	-4	3.1	1.5	8.4	i	0.9	i	41	0.64	875
CCCCOc1ccc(C(=O)N2CCCC2C(=O)O)cc1 (stereo not drawn)	-20	2	-5	749	-2.6	1202	0.1%	i	-7	3.7	3.0	6.4	i	2.2	i	40	0.55	1216
COc1ccccc1N1CCN(c2ncnc3nc[nH]c23)CC1	-7	-1	-5	657	0.3	1069	2.0%	i	-9	2.7	2.1	4.8	i	2.7	i	36	/	/
CCS(=O)(=O)N1CCN(C(C)CCc2ccccc2)CC1 (stereo not drawn)	4	-11	-6	727	-1.6	1213	-0.8%	i	2	4.8	2.9	4.8	i	0.5	i	41	0.33	1211
Cc1cc(NC(=O)Cc2ccsc2)ccc1Br	/	/	7	811	/	/	-0.7%	/	/	/	/	/	i	0.3	i	31	/	/
c1ccc2oc(Cc3ccc(Cc4nc5ccccc5o4)cc3)nc2c1	-5	-5	1	772	-1.9	1191	-0.5%	i	4	2.4	1.4	1.9	i	0.8	i	10	-0.27	1070
Cc1cc(NC(=O)COC(=O)CCC(=O)c2ccc(F)cc2)no1	10	23	/	/	-2.4	1335	0.4%	i	14	6.7	2.4	21	i	1.5	i	22	2.6	1324
CCOc1ccc(NC(=O)CN(c2ccc(OC)cc2)S(C)(=O)=O)cc1	-1	1	/	/	-1.0	1168	0.1%	i	-9	2.2	1.9	11	i	0.7	i	25	0.85	980
Cc1c(CN2CCN(CC(C)(C)C)C(CCO)C2)[nH]c2ccccc12 (stereo not drawn)	/	/	-21	789	/	/	-1.2%	/	/	/	/	/	i	0.4	i	56	/	/

3 entries already listed, ordered by count of non-hydrogen atoms, descending.
SMILES	WT yeast gro inh	WT yeast gro inh mutant strain	Lipid droplet	Lipid droplet cells 6.5 µM	bCat nuc transl	bCat nuc transl cell count 5 µM	West Nile virus CPE	Autophagy HCS	Autophagy HCS cell loss 18 h	MT stabilizer	MT stabilizer Hoechst-high %	MT stabilizer cytotoxicity %	Myeloid diff 2	Myeloid diff 2 GFP+ MAC1+ %	T cell modulator	T cell modulator vesicle-bound %	Insulin prom up	Insulin prom up cell count
CCOc1ccc(NC(=O)CN(c2ccc(OC)cc2)S(C)(=O)=O)cc1	-1	1	/	/	-1.0	1168	0.1%	i	-9	2.2	1.9	11	i	0.7	i	25	0.85	980
CCS(=O)(=O)N1CCN(C(C)CCc2ccccc2)CC1 (stereo not drawn)	4	-11	-6	727	-1.6	1213	-0.8%	i	2	4.8	2.9	4.8	i	0.5	i	41	0.33	1211
O=c1c2ccccc2[nH]c2ccc(O)cc12	/	/	-1	755	/	/	-0.5%	/	/	/	/	/	i	0.9	i	46	/	/

Assay outcomes from PubChem BioAssay.
